Screening results as filed in PubChem.
Tb PFK block: qHTS Assay to Find Inhibitors of T. brucei phosphofructokinase; T. brucei PFK, ADP-Glo luminescence; Potency, µM (highest dose often 57.5 µM), for the others: at the highest dose activity, negative = inhibition, usual class: inhibitors; actives 0.17% (n = 330,000); AID 485367, 2010;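 also: potency is read from the fitted curve at half-maximal effect; 0% = uninhibited 1x PFK enzyme wells and -100% = no-enzyme wells; nearly all actives have a fitted effect of over 60% in size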
Target sequence (O15648 whole entry, looked up): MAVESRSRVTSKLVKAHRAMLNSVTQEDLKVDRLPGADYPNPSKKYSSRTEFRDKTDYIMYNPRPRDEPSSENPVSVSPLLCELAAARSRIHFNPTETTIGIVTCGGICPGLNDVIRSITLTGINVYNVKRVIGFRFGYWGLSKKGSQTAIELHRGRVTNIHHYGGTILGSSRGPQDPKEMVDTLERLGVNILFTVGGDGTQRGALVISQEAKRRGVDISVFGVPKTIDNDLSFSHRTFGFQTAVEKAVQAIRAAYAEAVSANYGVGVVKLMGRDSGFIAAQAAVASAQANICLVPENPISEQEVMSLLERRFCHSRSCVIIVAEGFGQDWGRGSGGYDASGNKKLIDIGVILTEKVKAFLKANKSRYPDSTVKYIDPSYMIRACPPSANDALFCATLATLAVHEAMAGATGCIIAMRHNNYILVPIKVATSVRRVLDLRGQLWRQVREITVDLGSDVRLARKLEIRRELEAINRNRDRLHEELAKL
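PFK 1.25 nM, F6P 0.5 mM, ATP 0.1 mM, 0.1 M TEA pH 8.0, 5 mM MgCl2, 0.01% Tween20, 0.1% BSA; 45 min RT. ADP-Glo readout. qHTS titration up to 57 uM; curves fitted, compounds curve-classed.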
RORgamma inh: qHTS for inhibitors of ROR gamma transcriptional activity; Nuclear receptor ROR-gamma (Mus musculus), P51450; Drosophila S2 Gal4-RORgamma UAS-luciferase reporter, 20 h; Potency, µM (series often up to 53.6 µM), inactives show top-dose activity change, negative = inhibition, hits mostly inhibitors; actives 5.4% (n = 310,000); AID 2551, 2010; also: potency is read from the fitted curve at half-maximal effect; % is scaled to controls: 0 for no effect and ±100 for the full control effect; nearly all actives have a fitted effect of over 60% in size
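Stable Schneider cell line, Gal4 DNA-binding domain fused to ROR gamma, UAS-luciferase. Cmpd 1 hr RT → CuSO4 700 uM final → 20 hr RT → luciferase reagent 10 min → luminescence.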
ELG1 repair inh: qHTS screen for small molecules that inhibit ELG1-dependent DNA repair in human embryonic kidney (HEK293T) cells expressing luciferase-tagged ELG1; HEK293T ELG1-luciferase reporter, luminescence, 16 h; DNA damage induced by 5-fluorouridine; Potency, µM (series often up to 46.1 µM), without a hit: at the top dose activity change, negative = inhibition, actives largely listed as inhibitors; actives 2.3% (n = 330,000); also: potency is read from the fitted curve at half-maximal effect; % is scaled to controls: 0 for no effect and ±100 for the full control effect; nearly all actives have a fitted effect of over 55% in size
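Reporter activity after DNA damage by 5-fluorouridine is monitored. Compound-treated cells incubate 16 hr at 37 °C, then ONE-Glo is added for 30 min before luminescence reading.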
TRPV1 ag: HTS Assay for Compounds that Act as Agonists of the Vanilloid Receptor 1; Transient receptor potential cation channel subfamily V member 1 (Homo sapiens), Q8NER1; TRPV1-expressing cells, Fluo-8 calcium influx, agonist mode; activation, % at 8.33 µM; actives 0.19% (n = 320,000); AID 540275, 2011; in the data active = activation above about 80%; inconclusive = between about 30% and that limit; also: 0% is about no effect
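Cells expressing TRPV1 were dye-loaded with Fluo-8 and read kinetically: 10 s baseline, 3 min after compound (agonist portion), then 2 min after EC20 capsaicin (allosteric enhancer portion). Calcium-bound dye fluorescence at 480/520 nm.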
FLuc counter: qHTS profiling assay for firefly luciferase inhibitor/activator using purifed enzyme and Km concentrations of substrates (counterscreen for miR-21 project) | Luciferin 4-monooxygenase (Photinus pyralis), P08659 | purified FLuc, Km substrates, luminescence inhibition | Potency, µM (top dose mostly 57.5 µM), for inactives: at the highest dose activity change, negative = inhibition, most hits filed as inhibitors | actives 6.9% (n = 360,000) | AID 588342, 2011;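 also: potency is read from the fitted curve at half-maximal effect; plate controls were vehicle for no effect and reference inhibitor for full effect; nearly all actives have a fitted effect of over 55% in size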
Target sequence (P08659 whole entry, looked up): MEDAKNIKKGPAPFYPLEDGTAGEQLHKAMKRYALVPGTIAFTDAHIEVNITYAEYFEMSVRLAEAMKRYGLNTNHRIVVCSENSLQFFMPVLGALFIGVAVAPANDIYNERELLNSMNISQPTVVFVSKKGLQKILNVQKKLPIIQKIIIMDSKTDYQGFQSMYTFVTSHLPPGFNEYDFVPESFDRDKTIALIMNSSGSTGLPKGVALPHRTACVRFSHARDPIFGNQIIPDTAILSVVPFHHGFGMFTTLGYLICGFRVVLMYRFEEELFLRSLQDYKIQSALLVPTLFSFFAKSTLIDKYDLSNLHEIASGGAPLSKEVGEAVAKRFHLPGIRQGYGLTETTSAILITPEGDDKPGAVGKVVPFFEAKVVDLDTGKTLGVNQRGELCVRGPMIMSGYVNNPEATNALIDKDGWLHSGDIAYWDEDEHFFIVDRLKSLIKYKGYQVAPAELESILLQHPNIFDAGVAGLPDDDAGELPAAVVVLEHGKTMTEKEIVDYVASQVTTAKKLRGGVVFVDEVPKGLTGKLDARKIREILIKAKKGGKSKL
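Purified P. pyralis luciferase (10nM final) with 10uM D-luciferin and 10uM ATP (Km levels) in 50mM Tris acetate pH 7.5, 10mM Mg acetate, 0.01% Tween-20, 0.05% BSA; qHTS 6-point titration, ~60 µM downward; luminescence read.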
ELG1 genotox: qHTS screen for small molecules that induce genotoxicity in human embryonic kidney (HEK293T) cells expressing luciferase-tagged ELG1; HEK293T ELG1-luciferase reporter, luminescence, 16 h; Potency, µM (titrated, usually from 46 µM), for inactives: top-dose activity change, positive = activation, usual class: activators; actives 1.3% (n = 330,000); AID 504466, 2011; also: potency is read from the fitted curve at half-maximal effect; % of control where 0% means no effect; nearly all actives have a fitted effect of over 60% in size
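Genotoxicity was scored as increased ELG1-luciferase reporter signal, measured by ONE-Glo luminescence (30 min, room temperature). Compound or vehicle exposure of the HEK293T reporter cells lasted 16 hr at 37°C.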
Rab9 promoter act: qHTS Assay for Rab9 Promoter Activators; Huh7 Rab9 promoter-luciferase reporter, luminescence, 24 h; Potency, µM (doses to about 9.22 µM), for the others: at the top dose activation, negative = inhibition, hits mostly activators; actives 2.8% (n = 320,000); AID 485297, 2010; also: potency is read from the fitted curve at half-maximal effect; % of control where 0% means no effect; nearly all actives have a fitted effect of over 60% in size
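Luciferase signal after 10 min detection reagent at ambient indicates Rab9 promoter upregulation; stably transfected Huh7 cells were treated 24 h with compound in DMSO at 37 °C, 5% CO2.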
BRCA1 expr act: qHTS Assay to Identify Small Molecule Activators of BRCA1 Expression | MCF7-BRCA1-FFLuc reporter, luminescence, 48 h; response scale: scaled: vehicle 0%, 10 µM genistein 100% | Potency, µM (doses to about 46.1 µM), without a hit: top-dose activation, hits mostly activators | actives 1.1% (n = 380,000) | AID 624202, 2012; also: potency is read from the fitted curve at half-maximal effect; nearly all actives have a fitted effect of over 80% in size; some results filed as inactive show a strong effect at the top dose
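First, MCF7-BRCA1-FFLuc cells (2000/well) attach for 2 h; next, compounds are pin-added and incubated 48 h at 37 °C; finally, luciferase reagent is added and luminescence read after 15 min.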
p53 reactivator: qHTS assay for re-activators of p53 using a Luc reporter; AID 504706, 2011; actives 0.063% (n = 320,000); Potency, µM (series often up to 92.2 µM), for inactives: at the top dose activity change, positive = activation, hits mostly activators; H1299 p53-A138V BP100-luciferase reporter, luminescence, 24 h; also: potency is read from the fitted curve at half-maximal effect; % of control where 0% means no effect; nearly all actives have a fitted effect of over 45% in size
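H1299 (p53-null), stable ts p53-A138V + BP100-Luc; 1000 cells/well, Opti-MEM/10% FBS; cpd 4 pt, 1:5; 24 h, 37 deg C, 5% CO2; detection reagent 10 min RT; luminescence.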
Gal4-VP16 FLuc: VP16 counterscreen qHTS for inhibitors of ROR gamma transcriptional activity | Drosophila S2 Gal4-VP16 UAS-luciferase, luminescence, 20 h | Potency, µM (doses to about 53.6 µM), for inactives: at the top dose activity, negative = inhibition, actives largely listed as inhibitors | actives 3.5% (n = 310,000);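 also: Gal4-VP16 expression switched on by copper sulfate through the metallothionein promoter; potency is read from the fitted curve at half-maximal effect; % is scaled to controls: 0 for no effect and ±100 for the full control effect; nearly all actives have a fitted effect of over 50% in size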
NPC1 prom act: qHTS Assay for NPC1 Promoter Activators; actives 2.4% (n = 320,000); AID 485313, 2010; Huh7 NPC1 promoter luciferase reporter, 24 h; Potency, µM (series often up to 9.22 µM), for inactives: at the top dose activation, usual class: activators;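 also: potency is read from the fitted curve at half-maximal effect; % of control where 0% means no effect; nearly all actives have a fitted effect of over 60% in size; reporter is driven by a mutant NPC1 promoter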
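Stably transfected Huh7 (NPC1 promoter→luciferase), 1500 cells/well in Opti-MEM + 10% FBS, 2 h settle, then compound 24 h at 37 °C. Luminescence after 10 min with Amplite reagent.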
Starred values were filed as active, the others as inactive; ? = inconclusive; / = not tested or not shown; [ ] = another dose, or the depositor's remark. Unless noted, calls follow the shape of the dose curve; as a rule, active = well fitted curve in the direction sought with a large enough effect; inconclusive = small, poorly fitted or top-dose-only effect, or another doubt; inactive = no such curve, though single readings can be large; an effect the other way counts as inactive or inconclusive. Rows are unselected, and some 15% of all compounds hit somewhere here.

SMILES | Tb PFK block | RORgamma inh | ELG1 repair inh | TRPV1 ag | FLuc counter | ELG1 genotox | Rab9 promoter act | BRCA1 expr act | p53 reactivator | Gal4-VP16 FLuc | NPC1 prom act
CC(C)(C)c1ccc(C(=O)Nc2nnc(SCC(=O)NCC3CCCO3)s2)cc1 (centres undefined) | 0% | ? | ? | -1 | 0.076µM* | ? | 0.32µM* | -43% | 18% | 7.1µM* | 0.5µM*
CCc1c(C(=O)NC2CCCC2)csc1C | -7% | 34% | 11% | 23 | 4% | 0% | 0% | -29% | -1% | 18% | -1%
COc1ccc(N(C(=O)CNC(=O)c2ccco2)C(C(=O)NCC2CCCO2)c2ccc(OC)c(OC)c2)cc1 (centres undefined) | 9% | -2% | -15% | 0 | -2% | 1% | -4% | -6% | 1% | 1% | -6%
c1ccc(N2CCN(C3CC4CCC3C4)CC2)cc1 (centres undefined) | 1% | / | 7% | 3 | 5% | -5% | 0% | 5% | / | / | 1%
Cc1csc(CN(C)C(=O)C2CCC(=O)N(CCCc3ccccc3)C2)n1 (centres undefined) | -3% | -11% | 15% | -1 | 0% | 0% | -1% | 0% | -3% | 9% | -3%
Cc1ccc(N(C(C)C(=O)N2CCC(C)CC2)S(C)(=O)=O)cc1C (centres undefined) | 1% | -42% | 5% | 7 | 3% | 7% | -1% | -5% | -4% | 4%[0.365 µM] | -2%
Cn1c(N)c(C(=O)COC(=O)C2(c3cccc(F)c3)CCCC2)c(=O)n(C)c1=O | 1% | ? | ? | -2 | 1% | -29% | 1% | -68% | -4% | -19% | 0%
O=C(N/N=C\CCc1ccccc1)c1ccco1 | 1% | 0% | 8% | 8 | -5% | 1% | 14% | 45% | 26% | 12% | 1%
O=C(N/N=C/c1cccc(O)c1)c1cc(-c2ccc3c(c2)OCO3)n[nH]1 | -3% | -32% | ? | -5 | 5.4µM* | -2% | 1% | -54% | ? | -25% | -2%
Cc1nnc(SCCCn2c(N3CCN(c4ccccc4)CC3)nc3c2c(=O)[nH]c(=O)n3C)s1 | 0% | 24% | ? | 1 | 1% | -12% | 0% | -27% | -5% | -5% | 0%
COc1ccc(C(=O)NC(Cc2ccc(OC(=O)c3ccc(OC)cc3)cc2)C(=O)O)cc1 (centres undefined) | 4% | -15% | 0% | 2 | 12µM* | 5% | -3% | 13% | -2% | -14% | -1%
COCCNC(=O)c1cn(Cc2c(F)cccc2Cl)nn1 | -5% | 5% | -3% | 1 | -8% | 0% | 4% | -9% | -2% | -1% | 0%
Clc1ccc(-c2ccc(SCc3ccccn3)nn2)cc1 | 4% | -25% | ? | 9 | ? | ? | 3.2µM* | ? | 17% | ? | 2.2µM*
Cc1ccc(C(C(=O)NCc2ccccc2)N(C(=O)c2ccccn2)c2ccccc2)o1 (centres undefined) | -4% | 6% | 2% | 4 | -1% | -18% | 6% | -21% | 1% | -5% | -2%
CN(CCC#N)C(=O)COC(=O)/C=C/c1cccs1 | -4% | 3% | -1% | 0 | 3% | 0% | -4% | 2% | 2% | -10% | 0%
CC(CC1CC(C)(C)OC1=O)C(=O)Nc1ccc([N+](=O)[O-])cc1 (centres undefined) | ? | 22% | 10% | 13 | -1% | -3% | 6% | -28% | -12% | 5% | -2%
Cn1c(Cc2cccc3ccccc23)nnc1SCC(=O)N1CCN(c2ccccc2)CC1 | 21% | 2% | -14% | 1 | -2% | -7% | -2% | -62% | -1% | -7% | -4%
Cc1[nH]c2ccc(Cl)cc2c(=O)c1CN1CCCC1 | 0% | 14% | ? | 3 | -2% | 4% | -6% | -4% | 15% | 3% | -4%
CC1CN(Cc2nc3c(c(=O)[nH]c(=O)n3C)n2CCN2CCOCC2)CC(C)O1 (centres undefined) | 0% | -14% | 1% | 4 | -1% | 0% | 0% | 2% | 2% | -6% | 3%
CCc1nc(SCC(=O)c2ccccc2)c2ccccc2n1 | -6% | -1% | ? | 3 | -8% | -9% | -4% | -5% | -7% | 0% | -1%
O=C(OCc1nnn(Cc2ccccc2)c1-c1c(COC(=O)c2ccccc2)nnn1Cc1ccccc1)c1ccccc1 | -13% | 9% | ? | -4 | 0% | -10% | -13% | -38% | -8% | 3% | -5%
CCOC(=O)C(NCCc1ccccc1)(NC(C)=O)C(F)(F)F (centres undefined) | -2% | 0% | 23% | 0 | 1% | -3% | 1% | 0% | -9% | -7% | -5%
Cc1cc(-c2ccc(N=Nc3c(S(=O)(=O)O)cc4cc(S(=O)(=O)O)cc(N)c4c3O)c(C)c2)ccc1N=Nc1c(S(=O)(=O)O)cc2cc(S(=O)(=O)O)cc(N)c2c1O | / | 14µM* | 7.3µM* | 4 | 21µM* | -44%[inhibitor] | -12% | / | -19% | 13µM* | -13%
COC(CNC(=O)C1CCCN(S(=O)(=O)c2c(C)noc2/C=C/c2cccs2)C1)OC (centres undefined) | 0% | 25% | -27% | 1 | 3% | -4% | 5% | -29% | 5% | 7% | 1%
Cc1ccc(-c2csc3nc(CSc4nnc(-c5ccc(Cl)cc5)n4C)[nH]c(=O)c23)cc1 | -1% | -15% | -20% | -6 | 2% | 0% | 1% | -4% | -12% | -3% | -2%

Further compounds
SMILES | Tb PFK block | RORgamma inh | ELG1 repair inh | TRPV1 ag | FLuc counter | ELG1 genotox | Rab9 promoter act | BRCA1 expr act | p53 reactivator | Gal4-VP16 FLuc | NPC1 prom act
COc1cccc(CN(CC2CCCO2)S(=O)(=O)c2ccc(S(=O)(=O)NCC3CCCO3)cc2)c1OC (centres undefined) | -6% | 18% | -8% | -1 | -1% | -2% | -7% | -6% | -3% | 13% | -3%
O=C1c2cccnc2C(=O)N1Cc1ccc(F)cc1S(=O)(=O)NCc1ccco1 | 2% | -10% | 19% | -3 | 3% | 3% | -2% | 4% | 9% | -4% | -4%
Cc1ccc(C(=O)Nc2cccc(NC(=O)c3ccc(C)o3)n2)o1 | -4% | 11% | ? | -7 | 15µM* | 0% | 8% | 41% | -6% | -4% | -5%
O=C(c1cc(-c2cccc(O)c2)on1)N1CCOCC1 | 4% | ? | ? | 0 | 6.7µM* | 2.9µM* | ? | ? | 6% | ? | ?
C=CCN1C(=O)/C(=C2/Sc3ccc(OC)cc3N2C)SC1=Nc1ccc(OC)cc1 | 2% | 13% | 12% | 5 | -3% | 15% | 9% | / | 4% | 19% | -4%
O=C(Cc1cccc(C(F)(F)F)c1)Nc1cccc(S(=O)(=O)N2CCCC2)c1 | -8% | ? | -6% | 8 | -2% | -7% | 4% | -38% | 4% | ? | 7%
Cc1cc(Cl)ccc1OCC(=O)N1CCN(c2ncccn2)CC1 | -6% | 19% | -11% | -1 | -1% | -3% | -10% | 10% | -6% | -10% | 2%
N#Cc1c(N2CCOCC2)nc(N)c2c(N)nc3c(c12)CC(CCl)O3 (centres undefined) | -3% | -3% | -9% | -1 | 1% | 0% | -4% | 0% | -2% | -8% | -2%
CCc1ccc(N2CC(C(=O)Nc3nccs3)CC2=O)cc1 (centres undefined) | -1% | ? | -1% | 1 | -12% | -7% | -5% | 30% | -7% | 13% | 0%
O=C(Nc1ccc(Cl)c(S(=O)(=O)Nc2ccccc2Cl)c1)c1cccs1 | 1% | ? | -15% | ? | ? | -5% | -2% | -30% | -4% | 2% | -3%
COCCNC(=O)c1cc(C(=O)CC(C)C)c[nH]1 | 3% | -1% | 4% | -1 | 4% | -1% | -3% | 3% | -2% | 2%[10 µM] | -2%
CCOc1ccc(NC(=O)N2CCC(n3c(=O)[nH]c4ccccc43)CC2)cc1 | 0% | -24% | -22% | ? | -3% | 0% | 4% | 0% | 1% | 0% | -4%

Copied from the list:
In RORgamma inh, CCOc1ccc(NC(=O)N2CCC(n3c(=O)[nH]c4ccccc43)CC2)cc1 has -24%
In FLuc counter, C=CCN1C(=O)/C(=C2/Sc3ccc(OC)cc3N2C)SC1=Nc1ccc(OC)cc1 has -3%
